High-throughput results from PubChem BioAssay.
RAD54 inh: RAD54 (human) branch migration inhibition. inhibition, % at 10.4 µM. 0.14% of 360,000 active. RAD54 Holliday junction branch migration, FAM/BHQ fluorescence. Q92698;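 active means mean normalized replicate activity at least 40 and at least half of replicates scoring 40 or more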;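 further: 0% = median of neutral control wells and 100% = median of positive control wells; inhibitors cause a drop in the FAM fluorescence signal; in these data hits start at about 50%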
Target sequence (Q92698 whole entry, looked up): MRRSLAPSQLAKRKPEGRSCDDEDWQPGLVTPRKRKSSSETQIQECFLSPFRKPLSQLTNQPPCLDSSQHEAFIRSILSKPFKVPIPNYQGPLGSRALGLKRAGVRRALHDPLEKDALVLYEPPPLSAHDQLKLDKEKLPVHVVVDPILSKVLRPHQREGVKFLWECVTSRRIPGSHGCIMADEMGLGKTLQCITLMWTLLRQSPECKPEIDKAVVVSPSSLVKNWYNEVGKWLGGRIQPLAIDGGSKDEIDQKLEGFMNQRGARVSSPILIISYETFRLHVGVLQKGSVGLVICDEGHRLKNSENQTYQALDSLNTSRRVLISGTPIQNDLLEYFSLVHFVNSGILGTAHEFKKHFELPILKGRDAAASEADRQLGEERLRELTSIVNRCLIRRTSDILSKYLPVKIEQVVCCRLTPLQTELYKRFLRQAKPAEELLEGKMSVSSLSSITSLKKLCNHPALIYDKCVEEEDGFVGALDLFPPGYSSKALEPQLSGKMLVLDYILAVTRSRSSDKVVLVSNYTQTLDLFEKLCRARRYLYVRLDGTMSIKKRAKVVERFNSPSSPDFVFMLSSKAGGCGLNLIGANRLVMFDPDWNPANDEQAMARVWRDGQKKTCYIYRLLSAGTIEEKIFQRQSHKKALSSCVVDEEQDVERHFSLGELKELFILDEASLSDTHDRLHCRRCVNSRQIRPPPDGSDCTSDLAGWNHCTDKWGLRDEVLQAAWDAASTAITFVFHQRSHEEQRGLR
XiGFP reactiv: X-chromosome reactivation activator; XiGFP mouse fibroblasts, % GFP-positive cells imaging, 3 d; cells co-treated with 5-aza-dC sensitizer; scaled so ellipticine positive control = 100%; activation, % at 7.58 µM; 0.055% of 360,000 active;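 active means mean normalized replicate activation at least 10% and every replicate at or above 10%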;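 further: 0% = median of on-plate neutral control wells and 100% = ellipticine 6 µM median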
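System: XiGFP fibroblasts, SV40-immortalized. Medium: DMEM plus 5-aza-dC sensitizer. Doses: single point. Timing: 3 d treatment, 15 min room-temperature fixation. Control set: ellipticine 6 µM.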
ERAP1 inh: ERAP1 (human) enzyme inhibition. Q9NZ08. recombinant ERAP1, Leu-AMC fluorescence, 60 min. inhibition, % at 10.7 µM. 0.15% of 340,000 active;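 active means mean replicate inhibition of at least 30%, or all replicates individually reaching that 30% level; inactive means mean below 30% and not every replicate reaching it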;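 further: 0% = neutral control wells and 100% = L-leucinethiol positive control wells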
ARNT TACC3 PPI: disrupts binding between human ARNT and TACC3. Q9Y6A5. AlphaScreen His-ARNT PAS-B/GST-TACC3 binding, luminescence; TACC3 fragment carries E629A point mutation. inhibition, % at 9.99 µM. 0.66% of 390,000 active. AID 623870;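 active means mean inhibition of replicates at least 50% and at least half of replicates each reaching 50%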;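 further: 0% = complete ARNT plus TACC3 wells and 100% = ARNT alone without TACC3; many hits fall short of the cut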
CFTR F508del cor: correctors of CFTR F508del function in bronchial epithelial cells; CFBE cells, YFP halide quenching; stimulated with forskolin plus potentiator P3; % fluorescence drop versus neutral controls; activity (quench increase), % at 7.58 µM; 0.36% of 350,000 active; AID 720511;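 active means mean added fluorescence quench of at least 8% versus neutral control, with both replicates also reaching 8%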;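 further: cells transiently co-express mutant CFTR-F508del with the halide-sensitive YFP; corrector assay measuring rescue of mutant channel to the surface after 24 h compound exposure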
RAD52 anneal inh: RAD52 (human) annealing inhibition; inhibition, % at 18.7 µM; recombinant RAD52 DNA annealing, FRET fluorescence; 0.46% of 360,000 active; P43351;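 active means every replicate showing at least 50% inhibition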
esBAF inh: inhibitors of esBAF chromatin remodeling in mouse ES cells | Bmi1-luciferase knock-in reporter, 24 h; 100% = twice the neutral-well signal | 2% of 350,000 active | reporter increase, % at 12.5 µM | AID 602393; in the data active means activation above about 40%;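 further: 0% = median of the plate's neutral control wells and 100% = double that signal; a rise in the Bmi1 reporter signal indicates esBAF inhibition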
GSIS activator: primary screen for activators of insulin secretion dependent on glucose, INS-1E cells, GLuc reporter luminescence | activation, % at 16.6 µM | INS-1E GLuc reporter insulin secretion, 2-3 h | 0.61% of 370,000 active;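 active means lowest replicate activation of at least 40%, so every replicate reaches that level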;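 further: 0% = median of neutral control wells and 100% = median of IBMX positive control wells; some compounds called inactive have numbers as strong as hits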
* hit, by the source's call; . = no result given.

SMILES	RAD54 inh	XiGFP reactiv	ERAP1 inh	ARNT TACC3 PPI	CFTR F508del cor	RAD52 anneal inh	esBAF inh	GSIS activator
O=c1c(-c2ccccc2)coc2c(CN3CCCCC3)c(O)ccc12	5	0.0	4	-6	-0.3	-63	9	.
Cc1ccc2oc(C(=O)NCc3ccc4c(c3)OCO4)c(C)c2c1	0	.	.	-13	.	.	3	14
C[C@@H]1CCCCO[C@H](CN(C)CC2CCCCC2)[C@H](C)CN([C@@H](C)CO)C(=O)c2cc(NC(=O)CCCCCC(=O)Nc3ccccc3N)ccc2O1	-5	-1.2	0	4	-1.2	-2	-15	-6
O=C(c1snnc1-c1ccccc1)N1CCOCC1	.	0.1	-4	-4	0.7	4	.	19
COc1ccc(-n2c(Cc3cccn3C)nnc2SCC(=O)Nc2ccc(Cl)cc2)cc1	-13	0.3	.	7	-0.4	-54	4	-10
C[C@H]1CN([C@@H](C)CO)C(=O)Cc2cc(NS(=O)(=O)c3ccccc3)ccc2O[C@@H]1CN(C)CC1CC1	-11	-1.1	-5	-3	-1.3	6	1	18
COc1ccccc1NC(=O)CSc1nnc(-c2ccoc2C)n1C	-4	-0.1	-1	-5	3.5	-14	-5	1
COc1ccc(Nc2oc(-c3ccco3)nc2S(=O)(=O)c2ccc(F)cc2)cc1	-1	-0.1	1	.	-1.4	-9	-4	1
COc1ccc(NC(=O)N(C)C[C@@H]2OCCCC[C@H](C)Oc3ccc(NC(=O)CCCN(C)C)cc3C(=O)N([C@@H](C)CO)C[C@H]2C)cc1	-6	0.2	-1	-9	-0.8	-11	-4	5
O=C(CNS(=O)(=O)c1ccc2c(c1)OCCCO2)N1CCN(c2ccc(F)cc2)CC1	-6	0.0	1	7	-1.1	-5	5	-9
CC(C)CC#Cc1ccc2c(c1)O[C@H](CN(C)C(=O)c1ccccc1F)[C@@H](C)CN([C@H](C)CO)S2(=O)=O	-1	-0.3	3	-7	-3.8	5	-2	-12
O=C(COC(=O)/C=C/c1ccccc1Cl)NC1CCCC1	-16	0.0	-2	0	1.4	-15	0	10
COc1ccc(CC(N)c2csc(Nc3cccc(OC)n3)n2)cc1 (stereo unspecified)	-4	-0.1	-2	.	0.9	-15	-5	.
CC(C)(C)c1ccc(S(=O)(=O)NCCN2CCOCC2)cc1	12	-0.1	1	.	-1.1	-5	-4	6
COc1ccc(NC(=O)/C(C#N)=C/c2c(C)nn(-c3ccc(F)cc3)c2Cl)cc1Cl	-9	0.0	1	.	-3.9	-17	.	.
O=C1c2ccccc2NC(c2cc(Cl)cc(Cl)c2O)N1CCc1ccccn1 (stereo unspecified)	.	0.0	-5	.	2.0	17	.	11
COc1ccc(Br)cc1/C=C/c1ccc2cccc(O)c2n1	-4	0.0	-1	-1	5.2	-9	7	2
CCNC(=O)NC(=O)CSc1ccc2ccccc2c1	.	0.7	1	-7	.	5	2	21
Cc1ccc(C(=O)Nc2nnc(COCCO)s2)cc1	5	0.0	-2	.	1.6	-15	50*	4
O=C(Nc1nc(-c2ccncc2)cs1)c1ccc(F)cc1	0	0.0	-1	5	-0.3	-14	1	-3
CCN(CC)C(=O)C1CCN(S(=O)(=O)c2ccc3oc4ccccc4c3c2)CC1	7	.	-2	0	-1.8	-9	-2	0
COc1ccc(CN2CCSCC2)cc1C	8	.	1	-2	-0.1	-4	1	-2
N/C(=N\OC(=O)c1cccnc1)c1ccc(Cl)cc1Cl	.	0.2	10	.	.	-11	.	-9
Cc1ccc2c(CC(=O)OCC(=O)N(CC(C)C)c3c(N)n(Cc4ccccc4)c(=O)[nH]c3=O)coc2c1	.	-0.1	3	7	2.2	-24	.	-8
O=C(C[C@@H]1C[C@@H]2c3cc(NC(=O)c4ccc5c(c4)OCO5)ccc3O[C@@H]2[C@H](CO)O1)NC1CCCCC1	0	0.1	-6	4	-1.7	13	-6	10
CC(=O)N1[C@@H](CO)[C@@H](c2ccccc2)[C@@H]1CN(C(=O)c1cccc(F)c1)C(C)C	-3	0.5	2	-9	1.9	-5	-2	13
CCCCNC(=O)c1cc2nc(-c3ccc(OC)cc3)cc(C(F)(F)F)n2n1	4	-0.2	1	.	2.8	-40	0	-3
C[C@@H]1CN([C@H](C)CO)C(=O)c2cc(-c3ccc(C#N)cc3)cnc2O[C@@H]1CN(C)CC1CCCC1	-18	-0.1	16	-9	1.2	-9	-4	10
O=C1CC(C(=O)Nc2ccccc2)N=C(N2CCCCC2)N1 (stereo unspecified)	-1	.	.	-4	.	.	1	7
COc1ccc(-c2nc3ncccc3o2)cc1NC(=O)c1cccs1	0	-0.1	1	.	1.8	-2	13	24
CCC(=NOCc1ccccc1)C(=O)NNS(=O)(=O)c1ccc(C)cc1	-5	0.2	0	-2	-0.2	-9	-4	-10
Cc1csc2c(=O)sc(NC(=O)c3ccc(F)cc3Cl)nc12	.	0.0	.	-8	-0.7	-31	-11	.
COc1cc(C(=O)Nc2nnc(C3=COCCO3)o2)cc(OC)c1OC	-9	0.2	-2	22	0.8	-22	.	0
NC(=O)c1cc(S(=O)(=O)NCc2cccs2)cs1	-24	0.1	-1	-7	0.3	-7	-4	16
Cc1ccc(C)c(NC(=S)N2CCC(NC(=O)c3ccco3)CC2)c1	-14	0.0	-6	-1	1.5	-4	-9	8
C[C@@H]1C=CCCO[C@]12C(=O)N(Cc1ccccc1C(F)(F)F)c1ccccc12	.	0.5	0	.	0.0	-3	.	-16
CN(C(=O)c1cccc(NC(=O)Cc2ccc(NC(=O)C3CCN(C(=O)CCc4ccccc4)CC3)cc2)c1)C1CCC1	11	0.1	-2	-31	-0.2	-44	10	-8
CC1CCCCC12NC(=O)N(CC(=O)Nc1ccc(OC(F)F)cc1)C2=O (stereo unspecified)	0	-0.1	4	-2	0.1	3	-4	-2
CN(Cc1ccccc1)C(=O)c1cccc(NC(=O)Cc2cccc(NC(=O)C3CCN(C(=O)c4ccccc4)CC3)c2)c1	3	0.3	2	-2	-0.9	-7	-6	.
Cc1sc2nc(CSC(C)C(=O)Nc3ccc(C(N)=O)cc3)[nH]c(=O)c2c1C (stereo unspecified)	3	-0.1	1	-5	-1.1	-14	-3	-4

Three entries already listed, ordered by length of the SMILES, highest first:
SMILES	RAD54 inh	XiGFP reactiv	ERAP1 inh	ARNT TACC3 PPI	CFTR F508del cor	RAD52 anneal inh	esBAF inh	GSIS activator
C[C@@H]1C=CCCO[C@]12C(=O)N(Cc1ccccc1C(F)(F)F)c1ccccc12	.	0.5	0	.	0.0	-3	.	-16
CCC(=NOCc1ccccc1)C(=O)NNS(=O)(=O)c1ccc(C)cc1	-5	0.2	0	-2	-0.2	-9	-4	-10
Cc1ccc(C)c(NC(=S)N2CCC(NC(=O)c3ccco3)CC2)c1	-14	0.0	-6	-1	1.5	-4	-9	8

Next part:
SMILES	RAD54 inh	XiGFP reactiv	ERAP1 inh	ARNT TACC3 PPI	CFTR F508del cor	RAD52 anneal inh	esBAF inh	GSIS activator
O=C(NC1CCC1)[C@H]1[C@H](CO)[C@H]2Cn3c(ccc(-c4cccc(F)c4)c3=O)[C@@H]1N2Cc1cocn1	5	0.0	9	-4	.	13	-5	-6
COc1ccccc1-c1cccc([C@@H]2C[C@H]3[C@H](CON3C)CN2S(=O)(=O)c2ccccc2C)c1	5	.	-8	4	1.8	-11	-1	-2
CCOc1ncccc1C(=O)OC(C)C(=O)Nc1ccc(CC)cc1 (stereo unspecified)	.	1.0	1	-1	1.3	-3	.	24
CC(=O)N(C)C[C@@H]1Oc2cc(C#CC3CCCC3)ccc2S(=O)(=O)N([C@H](C)CO)C[C@H]1C	0	-0.1	-11	2	5.6	-13	2	-6
COc1cccc(Oc2ccc(N)cc2)c1	7	.	.	3	.	.	18	-5
CC1CCN(C(=O)c2cccc(S(=O)(=O)N3CCCc4ccccc43)c2)CC1	.	0.0	-3	-4	-0.3	-11	2	-32
C/C=C/c1ccc([C@H]2[C@@H](CO)N(C(=O)NCCC)[C@@H]2CNC(=O)C2CCC2)cc1	1	0.2	.	-4	-2.0	.	5	-8
Cc1nn2c(=O)cc(CSCC(=O)Nc3ccccc3F)nc2s1	-5	0.0	-1	3	-0.2	-11	2	5
COCC(=O)N1[C@@H]2CN(C(=O)Nc3ccccc3Cl)c3ccccc3[C@@H]2[C@@H]1CO	-8	-0.1	.	5	-0.1	4	3	14
CCOc1nc2c(c(-c3cccs3)c1C#N)Cc1ccccc1-2	0	-0.1	-5	-5	1.8	-13	.	6
Cc1ccc2nc(-c3cccnc3)c(NC3CCCCC3)n2c1	.	0.1	-1	-8	-3.8	-19	.	4
CCOC(=O)C1=C(c2ccccc2)NC(=O)NC1c1ccc(OC)cc1 (stereo unspecified)	.	0.1	-2	3	-1.6	-4	.	5
O=C(NCc1cccnc1)C1CCC(CNS(=O)(=O)c2cccc3nsnc23)CC1 (stereo unspecified)	-8	0.2	.	-2	1.7	-6	-12	12
Cc1ccc(CNC(=O)C2CCCN(S(=O)(=O)c3c(C)[nH]c(=O)[nH]c3=O)C2)cc1 (stereo unspecified)	.	0.5	0	.	.	-10	.	19
CC(C)(C)C1CCC(OC(=O)C[N+]2(C)CCCC2)CC1 (stereo unspecified)	.	-0.1	41*	6	3.0	-4	.	-1
CCC(CC)C(=O)Nc1cccc(C(=O)Nc2ccc3c(c2)OCO3)c1	9	.	0	1	-1.7	-5	47*	1
O=C(CCCN1C(=O)CCC1=O)Nc1ccc(Br)cc1F	4	.	.	4	.	.	0	9
Cn1c(C(=O)NCCCN2CCN(c3ccccc3F)CC2)cc2c(=O)n(C)c3ccccc3c21	-13	-0.1	.	-6	1.9	-2	-12	-12
COc1ccc(OCC(O)CNC(=O)Nc2ccccc2)cc1 (stereo unspecified)	3	0.4	1	-3	0.1	-4	.	3
CC(=O)C1=C(O)C(=O)N(c2ccc(Br)cn2)C1c1cccc([N+](=O)[O-])c1 (stereo unspecified)	3	0.0	2	35	-4.1	2	1	-45
O=S1(=O)c2ccc(Br)cc2OC[C@H](c2ccccc2)N1Cc1ccccc1	.	0.0	-2	.	-2.3	-17	.	1
Cc1ccc(NC(=O)c2cc(-c3ccccc3)n[nH]2)cc1	-4	0.3	-2	2	1.8	-12	16	3
CC(C)c1ccc(/C=C/C(=O)O)cc1	8	0.0	2	-4	-0.9	-17	-3	5
CC(=O)Nc1cc(C(F)(F)F)ccc1N1CCOCC1	2	.	2	7	0.6	-9	-5	6

esBAF inh, entries above that show a hit
SMILES | ERAP1 inh | ARNT TACC3 PPI | CFTR F508del cor | RAD52 anneal inh | esBAF inh | GSIS activator
Cc1ccc(C(=O)Nc2nnc(COCCO)s2)cc1 | -2 | . | 1.6 | -15 | 50* | 4
CCC(CC)C(=O)Nc1cccc(C(=O)Nc2ccc3c(c2)OCO3)c1 | 0 | 1 | -1.7 | -5 | 47* | 1

One compound at a time, from the list above.
O=S1(=O)c2ccc(Br)cc2OC[C@H](c2ccccc2)N1Cc1ccccc1 is entered as RAD54 inh: .; XiGFP reactiv: 0.0; ERAP1 inh: -2; ARNT TACC3 PPI: .; CFTR F508del cor: -2.3; RAD52 anneal inh: -17; esBAF inh: .; GSIS activator: 1
Cc1ccc(NC(=O)c2cc(-c3ccccc3)n[nH]2)cc1 is entered as RAD54 inh: -4; XiGFP reactiv: 0.3; ERAP1 inh: -2; ARNT TACC3 PPI: 2; CFTR F508del cor: 1.8; RAD52 anneal inh: -12; esBAF inh: 16; GSIS activator: 3
